Source: PubChem BioAssay
MPTP inh – inhibitors of mitochondrial permeability transition pore. isolated mouse mitochondria, Ca2+ swelling absorbance, 30 min. inhibition, % at 10 µM. 360,000 tested, 1.4% active. AID 602449;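 active means inhibition of 50% or more, scaled per plate between neutral and stimulator controls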;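 further: 0% = DMSO wells given calcium and 100% = 1 mM EGTA wells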
SENP6 block – SENP6 protease inhibition; Q9GZR1; Recombinant SENP6 catalytic domain, aminoluciferin luminescence; inhibition, % at 10 µM; 330,000 tested, 1.8% active;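 active means inhibition above about 50% at the single tested dose, limit read from the data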;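 further: plate controls were DMSO wells with enzyme for no effect and DMSO wells lacking enzyme for full effect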
SENP8 inh – SENP8 (human) protease inhibition; Q96LD8; recombinant SENP8, Nedd8 substrate fluorescence; inhibition, % at 20 µM; 360,000 tested, 0.64% active; AID 602440; in the data active means inhibition mostly above about 40%, no sharp cut-off; inactive means mostly below about 27%
Target sequence (Q96LD8 whole entry, looked up): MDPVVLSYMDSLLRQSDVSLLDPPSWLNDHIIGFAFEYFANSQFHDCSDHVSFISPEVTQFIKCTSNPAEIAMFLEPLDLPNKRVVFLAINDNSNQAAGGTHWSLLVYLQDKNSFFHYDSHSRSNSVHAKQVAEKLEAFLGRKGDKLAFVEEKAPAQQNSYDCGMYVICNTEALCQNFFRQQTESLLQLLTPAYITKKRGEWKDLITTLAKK
PfG6PD inh – PfG6PD (Plasmodium falciparum) enzyme inhibition. PfGluPho enzyme, NADPH resazurin-diaphorase fluorescence. inhibition, % at 20 µM. 350,000 tested, 0.78% active;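 active means inhibition reaching at least a set limit at 20 µM in the primary screen, cut at about 59% in these data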;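 further: 0% = DMSO wells with substrate and 100% = DMSO wells lacking glucose-6-phosphate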
ATG4B inh – inhibitors of human ATG4B cysteine protease | Q9Y4P1 | ATG4B cleavage of LC3-PLA2, NBD-HPC fluorescence, 1 h | inhibition, % at 8.33 µM | 340,000 tested, 0.51% active; in the data active means inhibition above about 40%
hIAP act – human IAP activation; 330,000 tested, 0.16% active; P09923; purified human IAP, CDP-Star luminescence, 30 min; stronger effect = higher value; 1 = vehicle-only enzyme, 0 = enzyme-free background; activation factor at 10 µM;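 active means activation factor of the enzyme at least 2-fold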; further: the source names both 10 and 20 µM as test concentration; values of inactives mirror those of a sister screen read the other way
Target sequence (P09923 whole entry, looked up): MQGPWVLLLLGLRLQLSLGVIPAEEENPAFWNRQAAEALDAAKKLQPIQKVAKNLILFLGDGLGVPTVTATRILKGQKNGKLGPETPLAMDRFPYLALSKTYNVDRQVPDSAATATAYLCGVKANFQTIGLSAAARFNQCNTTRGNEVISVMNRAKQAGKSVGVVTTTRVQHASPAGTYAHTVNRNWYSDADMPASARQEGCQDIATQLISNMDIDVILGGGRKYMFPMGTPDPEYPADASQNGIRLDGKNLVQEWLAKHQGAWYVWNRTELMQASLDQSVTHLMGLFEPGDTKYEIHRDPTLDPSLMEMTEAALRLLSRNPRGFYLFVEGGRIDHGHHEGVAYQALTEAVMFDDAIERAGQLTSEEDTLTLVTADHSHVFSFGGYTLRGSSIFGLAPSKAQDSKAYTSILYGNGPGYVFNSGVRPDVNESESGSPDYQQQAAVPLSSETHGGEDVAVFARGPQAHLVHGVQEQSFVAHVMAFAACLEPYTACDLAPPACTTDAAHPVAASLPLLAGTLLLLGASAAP
GRIN3A LBD mod – NR3A (human) ligand-binding domain modulation | 340,000 tested, 2.5% active | AID 1259313 | Tm shift relative to glycine control, % at 25 µM | NR3A LBD differential scanning fluorimetry, Tm shift; 0% = protein alone, 100% = glycine-bound protein;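 active means melting temperature shift of at least 10% of the positive control shift, at one fixed dose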
SENP1 inh – inhibitors of human SENP1 SUMO protease catalytic domain; inhibition, % at 10 µM; 360,000 tested, 0.21% active; Q9P0U3; recombinant SENP1 catalytic domain, CyPet-SUMO1-YPet FRET cleavage;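 active means inhibition at least 30% at 10 µM, raw YFP signal under a set limit, fluorescence ratio 0.5 to 1.5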;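 further: 0% = enzyme with DMSO and 100% = no enzyme wells; some results filed as inactive read as strong as hits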
Target sequence (Q9P0U3 419-644 limits assumed): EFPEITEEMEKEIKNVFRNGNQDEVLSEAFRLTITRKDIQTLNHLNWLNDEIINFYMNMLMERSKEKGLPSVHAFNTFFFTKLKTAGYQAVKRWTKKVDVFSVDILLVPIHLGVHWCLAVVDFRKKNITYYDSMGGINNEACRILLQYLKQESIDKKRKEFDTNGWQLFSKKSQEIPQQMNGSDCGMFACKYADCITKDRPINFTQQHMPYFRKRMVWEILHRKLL
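Material: hSENP1 catalytic domain, recombinant; medium: Tris pH 8 with BME, BSA, NP40 and catalase; compound: single concentration of 10 µM compound, 0.5% DMSO final; technique: FRET read of cyan and yellow fluorescence; timing: 50 min enzyme reaction, room temperature, light-protected; reagent: SFCypet-SUMO1-SFYpet substrate at 25 nM; control set: no-enzyme low, enzyme-DMSO high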
Active calls of the source: *; . = no result given.

SMILES	MPTP inh	SENP6 block	SENP8 inh	PfG6PD inh	ATG4B inh	hIAP act	GRIN3A LBD mod	SENP1 inh
CCn1c(N2CCN(C(=S)NCC(C)C)CC2)nc2ccccc21	1.9	-10	7	37	-7	1.1	-1	1
CCCCN1C(=O)CC2CCOC21C (configuration not stated)	0.6	.	14	-12	.	.	.	2
CCc1ccccc1NC(=O)Cn1nnc(-c2cccs2)n1	-0.1	-25	6	-9	17	0.83	-1	2
O=C(Nc1ccc(F)cc1F)C1CC(=O)N(Cc2ccccc2)C1 (configuration not stated)	0.3	-4	7	-10	0	1.1	0	1
CC(C)CC(=O)NC(=S)Nc1cccc2nsnc12	1.9	.	-14	17	17	.	2	0
Cn1c(=O)c(Nc2ccc(O)cc2)c2c3c(cccc31)C(=O)c1ccccc1-2	5.5	1	45*	43	-1	0.86	-19	-6
C=C1CCC[C@]2(C)C[C@H]3OC(=O)C(CN(C)CC(OC)OC)[C@H]3CC12 (some centres not stated)	-0.5	-12	6	-23	13	0.92	1	-2
Nc1[nH]c(=O)[nH]c(=O)c1N=Cc1ccccc1	-2.1	.	-218	131*	0	.	1	-38
CCCCOc1ccc(C(=O)NCC(=O)N2CC=C(c3ccccc3)CC2)cc1	2.9	5	-4	5	-12	1.1	1	-4
COCCCNCCOc1ccccc1-c1ccccc1	20	-13	21	-2	-5	1.1	1	3
COc1ccccc1CNC(=O)C(=O)NCC1OCCN1S(=O)(=O)c1cccs1 (configuration not stated)	0.9	-8	10	-1	4	0.98	0	-6
COc1ccc(S(=O)(=O)N2CCN(C)CC2)c2ccccc12	0.5	6	3	5	8	1	-2	-2
COC(=O)c1cc(Br)c(=O)n(CCc2ccc(O)cc2)c1	-4.8	-21	16	-30	-6	1.1	1	0
O=c1[nH]c(=S)n(-c2cccc(C(F)(F)F)c2)c(O)c1C=NCCN1CCNCC1	0.1	-1	21	-1	5	1.2	1	-2
Cc1cc(=O)n2[nH]c(CCC(=O)O)nc2n1	0.2	-22	22	8	-8	1.1	0	0
Cc1cc2oc(C(=O)NCc3ccc4c(c3)OCO4)c(C)c2cc1C	1.2	-24	32	3	-24	1	3	2
Cc1cc(C)nc(NC(=O)c2cc3ccccc3o2)n1	2.0	-4	11	15	-14	0.99	-1	-1
COc1ccc(S(=O)(=O)Nc2ccc3c(c2)C(=O)N([C@H](C)CO)C[C@H](C)[C@@H](CN(C)S(=O)(=O)c2ccc(F)cc2)O3)cc1	0.5	6	4	-12	-6	1.1	-30	0
COc1cccc(C(=O)NNC(=O)C(=O)Nc2cccc3ccccc23)c1	6.3	6	5	-21	3	1.7	-1	-1
CNc1cc(C(F)(F)F)nc(-c2ccccn2)n1	-2.6	3	-18	5	8	1.1	2	1
COc1ccc(C(=O)C2CCCN(Cc3cccn3-c3cccnc3)C2)cc1OC (configuration not stated)	2.0	14	2	-5	4	0.88	-3	-1
C=C(C)C1CC=C(C)/C(=N/Nc2ccccc2[N+](=O)[O-])C1 (configuration not stated)	-1.3	-1	25	-8	5	1.4	0	0
CCOC(=O)N1CCN(S(=O)(=O)c2cc(Br)cc3c2N(C(C)=O)C(C)C3)CC1 (configuration not stated)	0.0	11	16	-12	-13	1	0	2
Cc1ccc(NC(=O)CS(=O)(=O)c2cn(CC(=O)N3CCOCC3)c3ccccc23)cc1	-1.6	1	18	-13	6	0.88	0	1
CCOC(=O)c1ccc(-c2ccc(/C=N/NC(=O)CN(c3ccccc3Cl)S(C)(=O)=O)o2)cc1	2.8	-27	-400	11	-8	1.1	-3	-8

Part of the list above in another layout:
SMILES: CCCCOc1ccc(C(=O)NCC(=O)N2CC=C(c3ccccc3)CC2)cc1
  MPTP inh: 2.9 | SENP6 block: 5 | SENP8 inh: -4 | PfG6PD inh: 5 | ATG4B inh: -12 | hIAP act: 1.1 | GRIN3A LBD mod: 1 | SENP1 inh: -4

SMILES: CCCCN1C(=O)CC2CCOC21C (configuration not stated)
  MPTP inh: 0.6 | SENP6 block: . | SENP8 inh: 14 | PfG6PD inh: -12 | ATG4B inh: . | hIAP act: . | GRIN3A LBD mod: . | SENP1 inh: 2

SMILES: Cc1cc(C)nc(NC(=O)c2cc3ccccc3o2)n1
  MPTP inh: 2.0 | SENP6 block: -4 | SENP8 inh: 11 | PfG6PD inh: 15 | ATG4B inh: -14 | hIAP act: 0.99 | GRIN3A LBD mod: -1 | SENP1 inh: -1

SMILES: O=C(Nc1ccc(F)cc1F)C1CC(=O)N(Cc2ccccc2)C1 (configuration not stated)
  MPTP inh: 0.3 | SENP6 block: -4 | SENP8 inh: 7 | PfG6PD inh: -10 | ATG4B inh: 0 | hIAP act: 1.1 | GRIN3A LBD mod: 0 | SENP1 inh: 1

The listing continues:
SMILES	MPTP inh	SENP6 block	SENP8 inh	PfG6PD inh	ATG4B inh	hIAP act	GRIN3A LBD mod	SENP1 inh
Cc1cccc(-c2noc(CNS(=O)(=O)c3ccccc3)n2)c1	1.5	6	2	16	-7	1.2	2	-7
CC(C)CN(C(=O)COc1ccc(C(C)(C)C)cc1)C1CCS(=O)(=O)C1 (configuration not stated)	0.4	3	14	2	-2	0.96	1	0
CCCCCC(=O)Nc1ccc(S(=O)(=O)NC2=NCCCCC2)cc1	-3.4	-7	14	6	-6	1	2	0
NC(=O)C1=C[C@H](c2ccc(C(F)(F)F)cc2)C[C@H](OCCCCO)O1	0.4	-5	-7	25	-11	0.8	-1	-1
CCCCCCCC(=O)NN1CCOCC1	-2.8	-10	22	-10	4	0.99	-11	-1
Cc1ccc(NC(=O)CSCC(=O)Nc2cc(Cl)ccc2N2CCOCC2)cc1	-1.4	-4	10	9	-9	0.92	-10	1
CCOC(=O)C(C)Sc1cc(CS(=O)(=O)c2ccccc2)nc(-c2ccccc2)n1 (configuration not stated)	3.9	-15	10	18	10	0.92	2	-4
Cc1ccc(C(=O)N2CCN(c3ccc(NC(=O)Cc4ccccc4)cc3)CC2)cc1	0.0	-18	15	17	-9	1.1	2	4
CCn1c(Cc2ccccc2)nnc1SCc1ccc([N+](=O)[O-])cc1	2.7	-19	15	-18	11	1	-4	0
OCCN1CCN(c2ncnc3sc(-c4ccccc4)cc23)CC1	1.3	-18	-134	1	-7	0.92	-2	-6
CCN1C(=O)S/C(=C/c2cn(C)c3ccccc23)C1=O	-0.4	-1	4	7	5	0.99	0	-7
Cc1ccc(NC(=O)C2CCN(C(=O)c3ccco3)CC2)cc1	-0.5	-16	12	27	3	1.1	2	0
Cc1cc(=O)oc2c(O)c(O)ccc12	-2.6	.	-57	4	7	.	-4	-2
COc1cc(NC(=O)CCCn2c(=O)oc3ccccc32)cc(OC)c1	1.0	-9	9	4	1	0.94	-1	8
CCCCOC(=O)CSC1=C(C#N)C(c2ccccc2OC)C(C#N)C(=O)N1 (configuration not stated)	-0.6	4	-37	-133	-8	0.94	-7	-38
COc1ccc(Cl)cc1N1C(=NC(=O)C2CCCO2)SC2CS(=O)(=O)CC21 (configuration not stated)	-1.9	4	10	-3	-3	1	-3	2
CCN(CC)S(=O)(=O)c1ccc2oc(SCC(=O)Nc3cc(C)on3)nc2c1	-0.2	-10	28	.	-4	1.2	2	-1
Cc1ccc(C(=O)N/N=C/c2ccc3c(c2)OCO3)o1	1.8	61*	-125	4	-4	1.1	4	-2
CCCCn1c(N)c(N(CCC(C)C)C(=O)Cc2ccc(S(=O)(=O)N3CCOCC3)s2)c(=O)[nH]c1=O	-0.9	-3	-74	-20	2	1	-3	-11
O=C(Nc1ccccc1Cl)c1csc(-c2cccnc2)n1	0.9	-10	12	-1	-8	0.83	-2	0
CCOC(=O)C(=CNNc1ccsc1C(=O)OC)C(=O)OCC	2.1	-11	13	3	-1	1.1	3	2
Cc1cc(-c2ccccc2C(=O)Nc2ccccc2O)on1	3.4	1	9	-14	-2	0.99	-1	2
COc1ccccc1/C=C/C(=O)OCC(=O)Nc1c(C)nn(-c2ccccc2)c1C	1.1	-1	-227	2	-4	1	0	1
Cc1ccccc1C(=O)NCCCc1ccccc1	0.4	-2	14	-26	6	0.97	-4	-3
O=C(Cc1ccccc1F)Nc1ccc(Cl)nc1	-0.3	-2	22	-6	1	1	1	2
Additional records follow.
SMILES	MPTP inh	SENP6 block	SENP8 inh	PfG6PD inh	ATG4B inh	hIAP act	GRIN3A LBD mod	SENP1 inh
CN(Cc1cc2ccccc2[nH]c1=O)C(=O)c1cccs1	0.3	8	-18	-3	-6	0.88	0	-1
COCCCNCCCCOc1ccccc1-c1ccccc1	1.7	2	24	3	-8	0.86	-3	4
COc1cc(C=Nc2cccc([N+](=O)[O-])c2C)ccc1OC(C)=O	-1.9	3	32	3	-3	0.81	0	2
COC(=O)c1cc(NS(=O)(=O)c2ccc(N3CCOCC3)c([N+](=O)[O-])c2)cc(C(=O)OC)c1	-0.6	-24	28	-12	-1	1.2	-3	2
CC1(C)NC(=O)N(CC(=O)N2CCN(c3ccc([N+](=O)[O-])cc3)CC2)C1=O	0.5	19	17	-2	3	0.89	0	0
COc1ccc2c(CC(=O)Nc3c(C)n(C)n(-c4ccccc4)c3=O)coc2c1	0.3	4	-8	-11	-7	1.1	-1	-15
O=C(Cc1cccs1)Nc1ccc(F)cc1F	-1.1	18	-3	4	-4	0.96	-3	-4
O=C(Nc1ccc(Cl)cn1)c1ccc2nccnc2c1	0.0	8	-37	15	0	0.81	4	-7
CC(C)CC(c1nnnn1Cc1ccco1)N1CCN(C2CCCC2)CC1 (configuration not stated)	-0.6	-3	28	7	-10	0.9	-1	1
Cc1ccc(C(=O)N[C@@H](Cc2ccccc2)C(=O)N2CCC3(CC2)NCCc2[nH]cnc23)cc1C	-0.5	-9	18	4	-13	1.2	-2	-1
CCOC(=O)C1CCN(C(=O)c2ccc(OC3CCN(C(=O)COC)CC3)cc2)CC1	-0.1	-7	-4	-12	0	1.3	2	-1
O=C(CCCNS(=O)(=O)c1cccc2nsnc12)NCCc1ccccc1	-0.2	-10	9	-19	-8	1.2	-1	2
CC1CCc2cc(F)ccc2N1C(=O)CSc1nnc2c(n1)[nH]c1ccc(F)cc12 (configuration not stated)	14	10	-8	-11	-18	0.84	24*	1
C=CCn1c(COc2ccccc2)nnc1SCC(=O)NCC(=O)OCC	-0.4	-8	14	8	1	0.98	1	1
CCN(CC)S(=O)(=O)c1cccc(C(=O)Nc2ccc(S(=O)(=O)NC3=NCCCCC3)cc2)c1	-0.6	-1	-23	8	-2	0.96	-2	-2
Cc1cc(C)cc(NC(=O)N2CCCCCCC2)c1	0.6	-8	8	15	-9	0.88	-2	0
Cc1nnc(NC(=O)c2ccc(S(=O)(=O)N3CCOCC3)cc2)s1	-0.7	-7	15	-26	-9	1	-1	0
COc1ccc(C/C(C)=N/NC(=O)c2ccc(Cl)cc2)cc1	-0.2	9	25	21	-4	1	0	2
C=CCn1c(=O)c(C(=O)NCc2ccccc2)c(O)c2ccccc21	3.3	15	-18	-2	4	0.91	2	0
O=C(O)c1ccc(N/N=C/c2ccnc3ccccc23)cc1	1.8	91*	11	15	-8	1	-6	-39
Cc1ccc2[nH]c3c(=O)n(CCN4CCOCC4)cnc3c2c1	-4.9	-21	-86	-4	-1	1	-2	0
CCC/C=C/c1ccc(CN2C(C(C)C)C(=O)N(Cc3cn(Cc4ccco4)nn3)CCS2(=O)=O)cc1 (configuration not stated)	-0.3	.	-6	37	.	.	.	-2
CN1CCN(c2ccc(NC(=O)c3ccc4ccccc4c3)cc2)CC1	1.3	9	17	18	-7	1.2	-12	1
Cc1ccc(NC(=O)CCC(=O)N2CCC(C)CC2)c([N+](=O)[O-])c1	0.2	-5	12	-12	9	0.92	2	1
CC(C)NC(=O)C(C)Oc1ccc(S(=O)(=O)NCc2ccc3c(c2)OCO3)cc1 (configuration not stated)	-0.2	17	11	0	-7	1	-3	-1
CC(=O)N1N=C(c2ccncc2)CC1c1ccccc1O (configuration not stated)	0.4	-5	-3	-1	-5	1	1	2
COc1ccc(-c2nn(C)c(=O)c3ccccc23)cc1NC(=O)COc1ccccc1	5.3	24	-29	9	-14	1.2	-4	-1
CCS(=O)(=O)Nc1cccc(-c2ccc3nnc(-c4cccnc4)n3n2)c1	-0.8	-20	-116	0	-5	0.94	-1	2
